CCT modulator: modulators of cytosolic chaperonin (CCT/TRiC) activity; purified chaperonin ATPase assay, HTRF ADP detection, 30 min; activity change, % (test concentration not listed), hits read low; hit rate 0.3% among 360,000; AID 651819; in the data active means activity change below about -30%; further: on the % scale 0 is the no-effect control and ±100 the full control effect
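TRiC at 40 or 20 nM final (batch-dependent) in 30 mM Tris pH 7.4, 100 mM KCl, 5 mM MgCl2, 1 mM DTT, with compound at single 76 uM and 10 uM ATP, 30 min at 37 deg C. ADP detected by HTRF Transcreener, 665/615 ratio.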
TGFb SMAD3 inh: TGF-b pathway inhibition. Potency, µM (doses to about 46.1 µM), inactives show at the top dose activity, negative = inhibition, hits mostly inhibitors. hit rate 1.2% among 410,000. AID 588855. HepG2 CAGA-GFP TGF-b/SMAD3 reporter, GFP fluorescence, 18 h; TGF-beta stimulated, 500 pg/mL final; further: potency means the concentration at half of the fitted maximal effect; on the % scale 0 is the no-effect control and ±100 the full control effect; nearly all actives have a fitted effect of over 65% in size
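GFP signal (ex488/em500-530) from TGF-beta-stimulated HEPG2 CAGA-GFP cells, 500 pg/mL final, 18 h at 37 degrees C in DMEM plus 1% FBS, normalized to unstimulated and DMSO-stimulated controls.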
MmCpn inh: inhibitors of Methanococcus maripaludis chaperonin (MmCpn); purified Mm-Cpn ATPase, ADP Transcreener TR-FRET; hit rate 0.031% among 330,000; Potency, µM (top dose mostly 76.9 µM), for inactives: at the top dose activity, negative = inhibition, most hits filed as inhibitors; AID 504842; further: potency means the concentration at half of the fitted maximal effect; on the % scale 0 is the no-effect control and ±100 the full control effect; nearly all actives have a fitted effect of over 80% in size
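Eu-cryptate anti-ADP/ADP-d2 competition gives a ratio inversely related to ADP. Enzyme at 25 nM was pre-exposed to compound for 10 min, then given 10 uM ATP for 30 min, 37°C throughout.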
HepG2 viability: counter-screen for TGF-b inhibitors: cytotoxicity in HepG2 cells; HepG2 CAGA-GFP viability, ATP luminescence, 18 h; AID 588856; hit rate 0.76% among 410,000; Potency, µM (titrated, usually from 46.1 µM), for the others: at the top dose activity change, negative = cytotoxicity, most hits filed as cytotoxic; further: potency means the concentration at half of the fitted maximal effect; some results filed as inactive show a strong effect at the top dose
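HepG2 CAGA-GFP cells (1000/well, DMEM with 1% FBS) received compound, then TGF-beta at 500 pg/mL final, and were incubated 18 hours at 37 degrees C. Viability was read by CellTiter-Glo luminescence. Media-only wells were set as complete cell-killing and DMSO as no toxicity.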
Nrf2 activator: activates Nrf2 signaling; AID 624171; AREc32 ARE-luciferase reporter (MCF7-derived line), luminescence, 24 h; hit rate 0.31% among 410,000; Potency, µM (titrated, usually from 46.1 µM), for the others: at the highest dose activation, actives largely listed as activators; further: potency means the concentration at half of the fitted maximal effect; % of control where 0% means no effect; nearly all actives have a fitted effect of over 65% in size
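For detection, Steady-Glo was added and plates sat 30 min at RT; before that, AREc32_Fluc cells grown overnight in OPTI-MEM/5% FBS had been treated with 23 nL compound for 24 hr at 37 deg C.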
A549 viability: counter-screen for Nrf2 inhibitors: cytotoxicity in A549 cells; A549 ARE-Fluc cells, CellTiter-Fluor viability, 18-24 h; Potency, µM (highest dose often 46 µM), inactives show at the top dose activity change, negative = cytotoxicity, most hits filed as inhibitors; hit rate 0.16% among 390,000; AID 504648; further: potency means the concentration at half of the fitted maximal effect; on the % scale 0 is the no-effect control and ±100 the full control effect
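Cytotoxicity counterscreen: CellTiter-Fluor fluorescence was measured in A549 ARE_Fluc cells after 18-24 h of compound exposure in a concentration series. The subsequent BugLite luminescent read reports ARE-luciferase activity.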
Abeta yeast res: A-beta toxicity reversal in yeast; Potency, µM (highest dose often 46.1 µM), for the others: top-dose growth rescue, hits mostly activators; hit rate 0.063% among 410,000; AID 1347071; yeast expressing A-beta42, growth rescue, OD600, 48 h; response scale: 0% DMSO, 100% iron-clioquinol control; further: potency means the concentration at half of the fitted maximal effect; nearly all actives have a fitted effect of over 55% in size
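Yeast A-beta toxicity model in growth medium with pinned compounds, 48 h at 30 C; growth read as absorbance at 600 nm. Normalized to FeCl3/clioquinol equimolar mix (positive) and DMSO (negative).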
Nrf2 inh: blocks Nrf2 signaling. A549 ARE-Fluc reporter, luciferase luminescence, 18-24 h. Potency, µM (doses to about 46 µM), inactives show top-dose activity change, negative = inhibition, usual class: inhibitors. hit rate 2.1% among 360,000. AID 504444; further: potency means the concentration at half of the fitted maximal effect; on the % scale 0 is the no-effect control and ±100 the full control effect; nearly all actives have a fitted effect of over 60% in size
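Quantitative HTS in A549 cells stably bearing an antioxidant response element-firefly luciferase construct. Inhibition of Nrf2-driven transcription was scored by luminescence after 18-24 h of compound exposure at 37 °C.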
Akt phos inh: inhibitors of Akt phosphorylation; Neuro2A IGF-stimulated pAkt S473 HTRF, 20 min; active compounds read low; activity change, % for hits at 50 µM; hit rate 0.32% among 360,000; in the data active means activity change below about -80%; inconclusive means mostly about -51% to -80%; further: on the % scale 0 is the no-effect control and ±100 the full control effect
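Neuro2A cells in DMEM with 0.5% FBS, overnight at 37 deg C, given compound at single 50 µM final, then IGF (6 nM final) for 20 min at 37 deg C. Lysed; phospho-Akt Ser473 by HTRF after 24 h, 665/615 ratio.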
* marks the source's active call; other numbers are inactive results; i = inactive; ? = inconclusive; nt = no result given; [ ] = dose if it differs, or a comment. Unless noted, the call rests on the fitted dose curve; in most records, active means well fitted curve in the direction sought with a large enough effect; inconclusive means small, poorly fitted or top-dose-only effect, or another doubt; inactive means no such curve, though single readings can be large; an effect the other way counts as inactive or inconclusive.

cpd | Molecule | CCT modulator | TGFb SMAD3 inh | MmCpn inh | HepG2 viability | Nrf2 activator
1 | COCC(=O)Nc1nnc(SCC(=O)N2C(C)CCCC2C)s1 (centres undefined) | -2.6 | 19% | 2% | 5% | 0.0%
2 | COc1ccc(/C=C/c2c([N+](=O)[O-])c(=O)n(C)c(=O)n2C)cc1O | -0.3 | 0% | 2% | -10% | 25%
3 | Cc1ccccc1C(=O)Nc1nc(SCc2ccc(Cl)cc2)n[nH]1 | -1.0 | ? | 1% | -25% | -0.2%
4 | O=C(CSc1nccn1-c1ccccc1)Nc1ccc2c(c1)OCO2 | 0.3 | 0% | 1% | -25% | 4.9%
5 | COc1cccc(N2CCN(C(=O)c3ccc(Cn4c(=O)[nH]c5cc(OC)c(OC)cc5c4=O)cc3)CC2)c1 | nt | ? | nt | -53% | -0.4%
6 | CCN(C(=O)CSc1cc(-c2ccccc2)c2ccc(OC)cc2n1)C1CCS(=O)(=O)C1 (centres undefined) | 1.2 | ? | -7% | 1% | 3.5%
7 | CC(C)COC(=O)N(C)C[C@H]1OCc2cn(nn2)CCCC(=O)N([C@H](C)CO)C[C@@H]1C | -1.2 | 18% | nt | 5% | 0.3%
8 | COc1ccccc1N(CC(=O)NCCc1ccccc1)C(=O)CCC(=O)Nc1ccccn1 | 0.7 | 1% | 1% | 3% | 2.8%
9 | COc1ccc(-c2nc(CSc3nnc(C)n4c3cc3sccc34)c(C)o2)cc1 | nt | ? | nt | -17% | 3.3%
10 | O=C(/C=C/c1ccc2ccccc2n1)c1cc(Cl)ccc1O | -0.5 | 5% | -7% | -9% | 25%
11 | OCCNC(=S)Nc1ccc(Cl)c(Cl)c1 | -0.7 | 2% | -2% | 16% | 3.8%
12 | COc1ccc(-c2cnc(C)o2)cc1S(=O)(=O)Nc1cccc(C(F)(F)F)c1 | nt | -22% | nt | -27% | 5.3%
13 | c1ccc2c(N3CCCC3)nc(-c3ccncc3)nc2c1 | -1.6 | 1% | -4% | -6% | 0.5%
14 | Cc1cc(Cl)ccc1OC(C)C(=O)N1CCCN(C(=O)C(C)Oc2ccc(Cl)cc2C)CC1 (centres undefined) | 0.5 | ? | -2% | -5% | 5.1%
15 | COC(=O)/C=C/c1ccsc1NC(C)=O | 0.8 | 13% | 1% | -19% | 13µM*

cpd | A549 viability | Abeta yeast res | Nrf2 inh | Akt phos inh
1 | 0% | -8% | 1% | i
2 | -3% | 10% | -27% | i
3 | -3% | -6% | ? | i
4 | 0% | -8% | nt | i
5 | -5% | -8% | -17%[9.27 µM] | nt
6 | ? | 22% | 23µM* | i
7 | nt | 10% | nt | i
8 | 1% | 7% | -11% | i
9 | 3% | -16% | 6% | nt
10 | 0% | 16% | ? | i
11 | 5% | -8% | 11% | i
12 | -6% | -11% | nt | nt
13 | ? | 6% | ? | i
14 | ? | 29% | 16µM* | i
15 | 1% | -4% | 18% | i

Following part
cpd | Molecule | CCT modulator | TGFb SMAD3 inh | MmCpn inh | HepG2 viability | Nrf2 activator
16 | COc1ccc(/C=C2\SC(=O)N(CC(=O)NN3CCN(C)CC3)C2=O)cc1OC | 1.9 | 1% | 0% | 33% | 0.0%
17 | CCC(C)NC(=O)CO/N=C/c1ccc(C(=O)OC)cc1 (centres undefined) | -1.0 | -1% | 1% | 1% | -0.2%
18 | COCCn1c(C)cc(C(=O)CSc2nc3nc(C)cc(C)n3n2)c1C | -3.7 | -5% | 1% | -3% | 2.2%[9.22 µM]
19 | CN(C)c1ccc(-c2nc3ccccn3c2/N=C/c2ccc(Br)cc2)cc1 | -1.6 | -2% | -14% | -55% | 0.2%
20 | CC1CCC(NC(=O)Cn2ncc3ccccc32)CC1 (centres undefined) | -1.2 | 0% | 0% | -1% | 0.0%
21 | CC(OC(=O)c1cccc(-n2cnnn2)c1)C(=O)Nc1cccc(Cl)c1 (centres undefined) | 0.1 | -14% | ? | -21% | -0.6%
22 | Cc1ccc(NC(=O)CCn2cnc3ccccc3c2=O)c(C)c1 | 0.2 | 1% | 1% | 10% | -0.1%
23 | Cc1cc(C)cc(Nc2nc3ccccc3nc2-n2nc(C)cc2C)c1 | nt | -3% | nt | 11% | 0.1%
24 | COc1ccc(CNC(=O)Cc2c(C)c3ccc(O)cc3oc2=O)cc1 | nt | 2% | nt | 1% | 0.4%
25 | COCc1c(C(=O)OCC(=O)Nc2ccc(OC(F)F)cc2)oc2ccccc12 | -1.4 | 14% | -10% | 2% | -0.8%
26 | COc1ccc(/C=C2\NC(=S)N(CC3CCCO3)C2=O)c(OC)c1 (centres undefined) | -0.3 | 0% | -2% | -11% | 2.8%
27 | COc1cccc(C(C)(O)c2nc(-c3cccs3)cs2)c1 (centres undefined) | 0.5 | -9% | nt | -16% | 2.9%
28 | CCOC(=O)c1c(NC(=O)CSc2nnc(N)s2)sc(C)c1-c1ccc(C)cc1 | -6.5 | ? | -2% | -9% | 0.6%
29 | CCOC(=O)Nc1ccc(OC)c([N+](=O)[O-])c1 | 0.2 | 19% | 3% | 2% | 1.6%
30 | CC(C)(C)NC(=O)CN1CCC(NC(=O)C23CC4CC(CC(C4)C2)C3)CC1 | -0.1 | 3% | 2% | 10% | 1.9%

cpd | A549 viability | Abeta yeast res | Nrf2 inh | Akt phos inh
16 | 2% | -8% | ? | i
17 | -12% | -11% | 9% | i
18 | 11% | 12% | -21% | i
19 | 5% | -41%[inhibitor] | 8% | i
20 | 12% | 25% | 12% | i
21 | -18% | 15% | ? | i
22 | 1% | 3% | -30% | i
23 | 7% | -19% | ? | nt
24 | 9% | -6% | -10% | nt
25 | 0% | 25% | 5% | i
26 | -17% | -14% | ? | i
27 | nt | 28% | nt | i
28 | -12% | -15% | ? | i
29 | 0% | -13% | 9% | i
30 | 5% | -6% | 9% | i

Along the list, quoted from above:
HepG2 viability, compounds 14–19, in order: -5%, -19%, 33%, 1%, -3%, -55%

Random excerpt: 5 entries already listed.
cpd | Molecule | CCT modulator | TGFb SMAD3 inh | MmCpn inh | HepG2 viability | Nrf2 activator
27 | COc1cccc(C(C)(O)c2nc(-c3cccs3)cs2)c1 (centres undefined) | 0.5 | -9% | nt | -16% | 2.9%
3 | Cc1ccccc1C(=O)Nc1nc(SCc2ccc(Cl)cc2)n[nH]1 | -1.0 | ? | 1% | -25% | -0.2%
12 | COc1ccc(-c2cnc(C)o2)cc1S(=O)(=O)Nc1cccc(C(F)(F)F)c1 | nt | -22% | nt | -27% | 5.3%
11 | OCCNC(=S)Nc1ccc(Cl)c(Cl)c1 | -0.7 | 2% | -2% | 16% | 3.8%
28 | CCOC(=O)c1c(NC(=O)CSc2nnc(N)s2)sc(C)c1-c1ccc(C)cc1 | -6.5 | ? | -2% | -9% | 0.6%

cpd | A549 viability | Abeta yeast res | Nrf2 inh | Akt phos inh
27 | nt | 28% | nt | i
3 | -3% | -6% | ? | i
12 | -6% | -11% | nt | nt
11 | 5% | -8% | 11% | i
28 | -12% | -15% | ? | i

More compounds follow.
cpd | Molecule | CCT modulator | TGFb SMAD3 inh | MmCpn inh | HepG2 viability | Nrf2 activator
31 | CCCOc1cccc(-c2nnc(N)s2)c1 | -3.5 | -4% | -4% | -9% | 0.4%
32 | O=c1cc(N2CCOCC2)[nH]c(=O)n1Cc1ccc(F)cc1 | -15 | -7% | 2% | -14% | 0.1%
33 | Cc1cccc(CN2CCN(Cc3ccc(-n4cccn4)cc3)CC2CCO)n1 (centres undefined) | -4.7 | 0% | 2% | -14% | 2.7%
34 | CSc1c(CC(=O)Nc2ccccc2C(F)(F)F)n(Cc2ccccc2)c2ccccc12 | 1.3 | ? | 1% | 6% | 0.2%
35 | CCC(=O)c1c[nH]c(C(=O)N2CCN(c3ccccc3)CC2)c1 | -3.1 | 49%[activator] | 0% | -12% | -0.1%
36 | CCCCCCCNC(=O)c1ccc(N2CCC3(CC2)OCCO3)c([N+](=O)[O-])c1 | 0.8 | ? | 2% | -8% | -0.1%
37 | CCc1ccc(-c2cc3c(N4CCN(c5ccccc5)CC4)nccn3n2)cc1 | nt | -16% | nt | -14% | 2.3%
38 | c1ccc2sc(-c3ccncc3)nc2c1 | -0.8 | 1% | 0% | -13% | 2.8%
39 | Cc1ccccc1Nc1nn2c(=O)c3ccc(C(=O)NCCc4ccc(Cl)cc4)cc3nc2s1 | nt | ? | nt | -41% | 5.0%
40 | CCOc1ccc(C2C(C(=O)Nc3ccccc3)=C(C)Nc3nc(SCc4cccc(OC)c4)nn32)cc1 (centres undefined) | nt | -28% | nt | 0% | -1.1%
41 | Cc1ccc(C)c(Cn2c(=O)n(CCc3ccccc3)c(=O)c3c(C)c(C)sc32)c1 | nt | 1% | nt | 0% | -0.8%
42 | COc1ccc(S(=O)(=O)N2CCN(C(=S)NCC3CCCO3)CC2)cc1OC (centres undefined) | -1.1 | 0% | 0% | -6% | 0.0%

cpd | A549 viability | Abeta yeast res | Nrf2 inh | Akt phos inh
31 | -5% | -4% | 4% | i
32 | 2% | -14% | 6% | i
33 | 12% | 10% | 14% | i
34 | -1% | 12% | ? | i
35 | 6% | -1% | -9% | i
36 | -11% | 6% | -15% | i
37 | 0% | -8% | ? | nt
38 | -1% | -2% | ? | i
39 | 10% | -15% | -8% | nt
40 | 2% | -7% | nt | nt
41 | 0% | -10% | 12% | nt
42 | 0% | -1% | -20% | i

Rows were taken by chance (roughly 4.3% active in at least one column).
